Screening results deposited in PubChem BioAssay by several laboratories.
BoNT-F LC inh: BoNT F light chain protease inhibition; Multiplex microsphere protease cleavage assay, flow cytometry; inhibition, % at 10 µM; 360,000 compounds, 0.22% hits; AID 588497; in the data active = inhibition above about 35%, passing the limit was not always enough; inconclusive = no clear call, values can overlap the other calls; also: plate controls were buffer without enzyme for full effect and enzyme alone for no effect
PfHsp40 rescue: compounds rescuing yeast from Plasmodium falciparum HSP40 toxicity | S. cerevisiae expressing PfHsp40, growth rescue, ATP luminescence | growth rescue, % at 12.5 µM | 340,000 compounds, 0.68% hits; in the data active = growth rescue above about 28%, passing the limit was not always enough; inconclusive = no clear call, values can overlap the other calls;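 also: yeast W303a lacking pdr1 and pdr3 grown in galactose medium; growth measured after three days at 30 °C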
UGM FP inh: inhibitors of M. tuberculosis UDP-galactopyranose mutase; purified UGM, fluorescence polarization probe displacement; inhibition, % at 10 µM; 320,000 compounds, 0.06% hits; P9WIQ1; in the data active = inhibition above about 10%, passing the limit was not always enough; inconclusive = no clear call, values can overlap the other calls
Target sequence (P9WIQ1 whole entry, looked up): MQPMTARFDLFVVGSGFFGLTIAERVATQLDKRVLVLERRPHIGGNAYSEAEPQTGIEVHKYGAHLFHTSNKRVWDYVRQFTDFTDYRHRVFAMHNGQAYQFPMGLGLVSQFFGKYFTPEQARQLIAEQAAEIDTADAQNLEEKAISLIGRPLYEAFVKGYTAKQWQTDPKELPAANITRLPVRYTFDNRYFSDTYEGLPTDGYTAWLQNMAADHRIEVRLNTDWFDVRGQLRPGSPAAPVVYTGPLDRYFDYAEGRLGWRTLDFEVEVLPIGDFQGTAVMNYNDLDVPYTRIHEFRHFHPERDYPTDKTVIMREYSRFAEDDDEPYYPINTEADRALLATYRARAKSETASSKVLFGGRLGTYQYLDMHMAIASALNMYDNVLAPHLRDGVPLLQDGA
FBA Mtb inh: inhibitors of M. tuberculosis fructose-bisphosphate aldolase | P9WQA3 | purified M. tuberculosis FBA, fluorescence read-out | inhibition, % at 1 µM | 360,000 compounds, 2.3% hits; in the data active = inhibition above about 27%;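 also: 0% = vehicle and 100% = reference inhibitor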
Target sequence (P9WQA3 whole entry, looked up): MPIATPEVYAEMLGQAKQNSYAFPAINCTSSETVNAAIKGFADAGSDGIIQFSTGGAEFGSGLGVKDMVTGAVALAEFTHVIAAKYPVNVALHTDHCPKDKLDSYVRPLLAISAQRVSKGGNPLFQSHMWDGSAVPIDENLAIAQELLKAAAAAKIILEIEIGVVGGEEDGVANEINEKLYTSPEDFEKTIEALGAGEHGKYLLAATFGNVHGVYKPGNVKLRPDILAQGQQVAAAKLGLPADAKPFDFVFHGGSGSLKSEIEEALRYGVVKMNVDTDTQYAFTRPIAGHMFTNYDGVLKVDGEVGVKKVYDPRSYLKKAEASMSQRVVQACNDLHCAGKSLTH
Mtb BioA inh: BioA (M. tuberculosis) enzyme inhibition | inhibition, % at 9.99 µM | 360,000 compounds, 0.096% hits | purified M. tuberculosis BioA enzyme, plate reader | AID 602481; in the data active = inhibition above about 40%; inconclusive = no clear call, values can overlap the other calls
FadD28 FP inh: inhibitors of Mycobacterium tuberculosis FadD28 bisubstrate binding | inhibition, % at 12.5 µM | 360,000 compounds, 0.22% hits | FadD28 bisubstrate probe binding, fluorescence polarization; in the data active = inhibition above about 8.5%, passing the limit was not always enough; inconclusive = no clear call, values can overlap the other calls
GDH-TPI counter: inhibits GDH-TPI coupling enzymes, artifact for Mtb FBA screen; GDH-TPI coupled enzyme counterscreen, NADH absorbance; inhibition, % at 4.8 µM; 360,000 compounds, 1.2% hits; in the data active = inhibition above about 30%;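 also: 0% = DMSO wells and 100% = wells lacking the enzyme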
BoNT-A LC inh2: BoNT A light chain protease inhibition | AID 588499 | 360,000 compounds, 0.17% hits | inhibition, % at 10 µM | multiplex microsphere protease substrate cleavage, flow cytometry; also: plate controls were buffer without enzyme for full effect and enzyme alone for no effect
Anthrax LF prot: inhibitors of Bacillus anthracis lethal factor protease. multiplex microsphere protease cleavage assay, LF. inhibition, % at 10 µM. AID 588501. 360,000 compounds, 0.12% hits; also: plate controls were buffer without enzyme for full effect and enzyme alone for no effect
Starred values were filed as active, the others as inactive; ? = inconclusive; · = no result given. Rule as the data show it, unless noted: active = inhibition above about 30%; inconclusive = no clear call, values can overlap the other calls; inactive = below that. This is a random part of the collection; 4.7% or so of the library scored in one or more.

no.	SMILES	BoNT-F LC inh	PfHsp40 rescue	UGM FP inh	FBA Mtb inh	Mtb BioA inh
1	C1=Nc2c(NCc3ccccc3)ncnc2Oc2ccccc21	-9	1.4	0.1	2	·
2	O=C(Nc1cccc(Cl)c1Cl)c1ccc(-c2ccccc2)cc1	-3	0.7	0.2	0	·
3	CCN(CC)S(=O)(=O)c1ccc(NN=C(C#N)C#N)cc1	-3	-2.7	-0.2	-7	·
4	CCCn1c(N)c(C(=O)CSc2nnc3n2CCCCC3)c(=O)[nH]c1=O	4	-0.5	-0.1	0	0.3
5	COC(=O)c1cc(-c2c(-c3ccc4c(c3)OCO4)noc2-c2ccsc2)cc([N+](=O)[O-])c1	-2	1.7	0.0	5	-4.4
6	CC(NCc1ccccc1)C1COc2ccccc2O1 (stereo unspecified)	0	3.8	-1.1	1	1.1
7	O=C(COc1ccc(F)cc1)Nc1ccc(S(=O)(=O)Nc2ncccn2)cc1	-2	2.2	-4.3	1	0.2
8	CCCCCN(C(=O)CCC(=O)OCc1cc(C)ccc1C)c1c(N)n(CCCC)c(=O)[nH]c1=O	?	0.0	-1.0	4	-1.3
9	COc1cccc(CNC(=O)C2CCN(S(=O)(=O)N3CCCC3)CC2)c1	5	1.0	-2.3	4	-1.5
10	Cc1ccc(N2CC(C(=O)NCCCn3ccnc3)CC2=O)cc1 (stereo unspecified)	-3	0.1	3.7	0	-2.2
11	CN(C)C(CNC(=O)c1ccc(Cl)c(S(=O)(=O)N2CCCCCC2)c1)c1ccccc1 (stereo unspecified)	-4	0.0	4.7	0	-0.8
12	COc1ccc(Cn2nnnc2C(c2ccc(C)cc2)N2CCN(C3CCCC3)CC2)cc1 (stereo unspecified)	-15	0.6	3.6	2	0.7
13	Cc1ccccc1CN1C(=O)C(C)S/C1=N/N=C/c1ccco1 (stereo unspecified)	?	0.1	2.8	-3	·
14	Cc1ccccc1-c1nc2sc3c(c2c(=O)n1N)CCCC3	-2	0.9	3.8	-4	·
15	COc1cc(OC)c(NS(=O)(=O)c2ccc3c(c2)NC(=O)CO3)cc1Cl	4	-0.3	-1.0	-2	-0.1

no.	FadD28 FP inh	GDH-TPI counter	BoNT-A LC inh2	Anthrax LF prot
1	-2.2	-7	-0.2	-2
2	-1.4	7	0.0	-4
3	-0.1	17	-0.3	1
4	-3.3	-13	0.3	2
5	0.3	10	0.1	-8
6	-3.6	-1	0.1	-1
7	-0.2	4	4.6	-3
8	-1.6	4	?	?
9	-0.8	0	1.5	-4
10	0.6	12	-2.0	0
11	-2.1	-5	-0.5	-4
12	-3.3	-1	-0.8	-2
13	-1.5	23	1.0	-10
14	-3.0	4	-0.5	-14
15	-5.2	-7	0.7	0

Reformatted with bars between the fields: two of the compounds above
entry | smiles | BoNT-F LC inh | PfHsp40 rescue | UGM FP inh | FBA Mtb inh | Mtb BioA inh | FadD28 FP inh | GDH-TPI counter | BoNT-A LC inh2 | Anthrax LF prot
13 | Cc1ccccc1CN1C(=O)C(C)S/C1=N/N=C/c1ccco1 (stereo unspecified) | ? | 0.1 | 2.8 | -3 | · | -1.5 | 23 | 1.0 | -10
14 | Cc1ccccc1-c1nc2sc3c(c2c(=O)n1N)CCCC3 | -2 | 0.9 | 3.8 | -4 | · | -3.0 | 4 | -0.5 | -14

(next part)
no.	SMILES	BoNT-F LC inh	PfHsp40 rescue	UGM FP inh	FBA Mtb inh	Mtb BioA inh
16	COc1ccc(N2CCN(C(=O)c3cc(C4CC4)nn3-c3ccccc3)CC2)cc1	-2	0.8	·	0	0.6
17	Cc1cc(NS(=O)(=O)c2ccc(NC(=O)c3ccc(Cl)cc3Cl)cc2)no1	10	-0.7	2.6	5	-5.1
18	CCOc1cccc(N2C(=O)CC(=O)NC2=O)c1	1	0.5	1.0	2	-2.6
19	O=C(N/N=C/c1cc2c(cc1[N+](=O)[O-])OCO2)c1ccccn1	-13	5.4	0.5	0	1.1
20	Cc1noc(C)c1C(=O)Nc1ccccn1	-2	-0.3	0.0	1	-0.1
21	CCOC(=O)C1CCCN(C(=O)c2cn(CC)c3ccc(S(=O)(=O)N(C)C)cc3c2=O)C1 (stereo unspecified)	-4	-2.1	-3.0	4	-0.3
22	C1CCN(c2nc3nonc3nc2N2CCCC2)C1	13	-1.1	-0.8	-2	2.3
23	C=CCc1ccc(OCCCCN2CCC(C)CC2)c(OC)c1	0	1.1	-2.4	7	·
24	CC(=O)c1ccc(OCC(=O)NC(=O)NC2CCCC2)cc1	-1	·	·	-1	0.2
25	Cn1c(=O)c2cc(NC(=S)NCc3ccccc3F)ccc2n1C	11	·	·	57*	0.4
26	O=C(c1ccc(CNS(=O)(=O)c2cccc(Cl)c2)cc1)N1CCCCC1	-4	-0.6	2.2	4	-0.5
27	COc1cc(SC)ccc1C(=O)Nc1ccc2c(c1)CCN2S(C)(=O)=O	-11	0.1	0.5	2	-2.2
28	COc1ccc(CN2[C@@H](CC(=O)O)c3cc(C(F)(F)F)ccc3S2(=O)=O)cc1	6	3.3	-1.5	-2	-1.6
29	CC1CCCCN1Cc1c(O)ccc2c(=O)c(-c3ccccc3)coc12 (stereo unspecified)	?	-1.1	-0.7	66*	3.2
30	C[C@@H]1Cn2cnc(C(=O)NCc3ccc(CNC(=O)OC(C)(C)C)cc3)c2C(=O)N1	2	·	·	-2	0.5

no.	FadD28 FP inh	GDH-TPI counter	BoNT-A LC inh2	Anthrax LF prot
16	-2.8	-6	-0.1	0
17	0.2	2	4.7	7
18	0.7	-1	0.0	1
19	-1.2	3	-0.9	1
20	-0.1	12	?	0
21	0.3	26	-0.5	6
22	-2.3	19	0.3	1
23	0.3	8	0.8	2
24	-3.1	5	-0.4	-1
25	1.1	8	0.7	11
26	1.4	-9	-1.0	-2
27	-0.1	18	-0.7	-4
28	-3.8	4	0.2	1
29	0.2	15	-0.1	11
30	-0.2	-7	0.0	-5

The listing continues:
no.	SMILES	BoNT-F LC inh	PfHsp40 rescue	UGM FP inh	FBA Mtb inh	Mtb BioA inh
31	COc1ccc(NS(=O)(=O)c2ccc(F)cc2F)cn1	4	1.5	-0.2	-1	-1.0
32	O=C(CNC(=O)c1ccco1)Nc1ccc(N2CCCCCC2)cc1	·	-0.6	0.2	0	-1.1
33	COc1ccc(N2CCN(C(=O)c3cc4c(s3)CCCCC4)CC2)cc1	-4	1.3	-2.5	3	-1.8
34	CCOC(=O)C1C(c2cccnc2)NC(=O)NC1(O)C(F)(F)F (stereo unspecified)	-7	1.3	1.9	-3	·
35	COc1ccc(S(=O)(=O)N(C)CC(=O)N2CCCC2)cc1OC	?	-0.9	-1.8	0	0.3
36	COCCNC(=O)CN(Cc1ccc(OC)cc1)C(=O)CCC(=O)Nc1nccs1	7	3.6	6.3	0	-0.4
37	COc1cccc(CN2CC(C(=O)NC3CCC3)CCC2=O)c1 (stereo unspecified)	-1	0.1	0.7	-1	1.1
38	CCC(=O)OCCn1c(=O)c2cc3c(=O)n(CCOC(=O)CC)c(=O)c3cc2c1=O	-11	0.5	0.7	3	-8.7
39	COc1ccc(/C=N/NC(=O)CNc2ccc(Br)cc2)c(C(=O)O)c1OC	-2	-1.8	0.0	0	0.7
40	COc1ccc(NC(=O)c2nc(C)n(-c3ccc([N+](=O)[O-])cc3)n2)cc1	4	1.7	1.8	3	·
41	COc1ccccc1C/C(N)=N/OC(=O)c1ccc(C)c([N+](=O)[O-])c1	-1	1.8	0.8	-1	·
42	CCOc1ccc(OCCC(=O)N2CCN(S(=O)(=O)c3ccc(F)cc3)CC2)cc1	4	0.5	2.6	3	-1.6
43	C=CCOc1c(CNc2ccc(C(=O)O)cc2)cccc1OC	-3	1.1	0.0	-2	-2.2
44	O=C(Nc1ccccc1Br)c1c(F)cccc1Cl	1	-0.6	-1.2	0	-1.3
45	CCOC(=O)c1cnc(-n2nc(C)cc2C)nc1NCc1ccccc1	-3	?	-3.3	2	0.6

no.	FadD28 FP inh	GDH-TPI counter	BoNT-A LC inh2	Anthrax LF prot
31	0.5	3	-1.5	3
32	-0.5	3	·	·
33	-0.8	-2	-0.9	-2
34	-3.6	-11	0.4	-4
35	-2.1	-2	-4.0	-3
36	-2.4	3	2.3	-1
37	-4.7	-6	1.7	0
38	0.2	12	-1.2	-7
39	-2.3	16	0.0	0
40	-0.7	6	0.2	-2
41	-1.6	-11	0.3	1
42	0.4	5	1.2	-3
43	-3.9	-12	0.4	-2
44	1.1	3	-0.8	-2
45	-4.1	9	3.0	5

Remaining list, next part.
no.	SMILES	BoNT-F LC inh	PfHsp40 rescue	UGM FP inh	FBA Mtb inh	Mtb BioA inh
46	COc1cc(NC(=O)c2ccc(NC3=NC4CS(=O)(=O)CC4S3)cc2)cc(OC)c1OC (stereo unspecified)	-5	-1.0	3.3	3	-0.7
47	Cc1cccc(C)c1N(CC(=O)NN=C1CCCCCC1)S(C)(=O)=O	-2	1.3	0.6	3	·
48	CCN(CC)C(=O)Cn1cc(/C=C(\C#N)C(=O)NC2CC2)c2ccccc21	?	1.0	0.3	4	1.0
49	COc1ccc(F)c(CN(C)CC2CCCN(CCc3ccc(F)cc3)C2)c1 (stereo unspecified)	?	0.2	-1.1	0	1.6
50	O=C(CSc1ccccc1C(=O)O)NCc1ccc(Cl)cc1	-9	-0.7	0.3	-1	-0.5
51	O=C(COc1ccc(F)cc1Cl)Nc1ccccc1C(=O)N1CCCCC1	6	0.5	-2.0	6	0.9
52	CCN(CC)C1CCN(Cc2cn[nH]c2-c2ccc(OC)c(F)c2)C1 (stereo unspecified)	1	-1.7	0.6	2	·
53	CCc1ccc(N2C(=O)Cc3c2nc(N)c(C#N)c3N)cc1	5	-0.3	-2.9	1	-0.9
54	C[C@@H]1[C@@H](Sc2ccccc2)CC(=O)O[C@@H]1c1ccc(-c2ccccc2)cc1	-1	-0.5	-1.2	4	-1.8
55	Cc1cccc(NS(=O)(=O)c2cc(C(=O)NCc3ccccn3)ccc2C)c1	-4	0.3	-0.5	2	-0.5
56	CC1CCCCC12NC(=O)N(CC(=O)N1CCN(S(=O)(=O)Cc3ccccc3)CC1)C2=O (stereo unspecified)	7	0.5	0.1	0	-1.3
57	Cc1nn(CC(=O)NCCCc2ccccc2)c(=O)c2cccn12	1	1.5	0.2	1	0.1
58	Cn1c(N)c(C(=O)COC(=O)C2=NNC(=O)CC2)c(=O)n(C)c1=O	8	-1.0	-1.7	0	1.5
59	Cc1cccc(NC(=O)c2cccc(NC(=O)c3ccco3)c2)c1	?	2.1	·	-1	0.0
60	c1ccc(-n2cnnc2SCc2cn3cccnc3n2)cc1	2	-0.4	0.3	103*	6.3

no.	FadD28 FP inh	GDH-TPI counter	BoNT-A LC inh2	Anthrax LF prot
46	0.6	4	-0.6	-8
47	-3.4	-7	-0.8	-3
48	1.0	20	1.3	-3
49	-0.8	-9	0.1	2
50	-2.5	0	0.1	-1
51	-2.6	5	5.8	3
52	-3.1	-1	0.0	-2
53	-4.6	17	?	0
54	-0.3	8	-0.1	-12
55	-1.4	6	4.9	2
56	-1.0	4	-0.8	-6
57	-4.2	-8	-0.7	0
58	-0.3	7	2.3	-2
59	-4.5	-8	0.0	12
60	-3.4	-1	-0.2	3

Next section.
no.	SMILES	BoNT-F LC inh	PfHsp40 rescue	UGM FP inh	FBA Mtb inh	Mtb BioA inh
61	CCCCC(=O)Nc1sc2c(c1C#N)CC(C)(C)OC2	9	1.1	0.3	-1	0.7
62	COc1cccc(N2CCN(Cc3ncc(-c4ccccc4)o3)CC2)c1	-11	0.7	1.4	1	-0.4
63	Cc1ccc(-c2nc3ncccc3o2)cc1NC(=O)c1cc2ccccc2o1	-8	-1.6	0.0	-5	0.5
64	O=C(N/N=C/c1cc(Br)ccc1O)Nc1ccccc1	32	-0.6	0.5	6	0.2

no.	FadD28 FP inh	GDH-TPI counter	BoNT-A LC inh2	Anthrax LF prot
61	-1.2	0	-0.8	1
62	-2.9	-6	-4.9	15
63	-2.5	13	1.0	-1
64	-1.3	17	2.8	-2
